Compound activity as filed in PubChem.
SK-BR-3 tox 24h – SK-BR-3 proliferation inhibitors. SK-BR-3 viability, CellTiter-Glo ATP luminescence, 24 h; stronger effect = lower value. viability, % at 10 µM. 41,000 compounds, 0.47% hits. AID 847;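 active means viability at or below the median of all test compounds minus 3 SD, in both replicates if run twice, cut at about 45% in these data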;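 further: 100% = median untreated cell wells and 0% = median positive control drug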
* marks the source's active call; other numbers are inactive results. An excerpt (hit frequency here may not be typical).

cpd	Molecule	SK-BR-3 tox 24h
1	Clc1cccc(-c2nn3c(COc4ccccc4)nnc3s2)c1	89
2	CC(=O)Nc1ccc(C2Nc3ccccc3C(=O)N2C2CCCCC2)cc1 (configuration not stated)	97
3	O=C(c1ccco1)n1c(=S)nc2ccccn21	88
4	CCN(CC(=O)NCc1ccccn1)S(=O)(=O)c1ccc(Cl)cc1	86
5	COC(=O)c1ccc(COc2ccc(C3C4=C(CCCC4=O)Nc4onc(C)c43)cc2)cc1 (configuration not stated)	78
6	CC1(C)CC(=O)C2=C(C1)NC(=O)CC2c1cc2c(cc1Br)OCO2 (configuration not stated)	96
7	COc1ccc2[nH]c(=O)c(CN(C(=O)c3ccccn3)C3CCCCC3)cc2c1	87
8	CCOC(=O)c1sc(NC(=O)c2ccc(Br)o2)cc1C	65
9	COc1cc(C2C(C(=O)c3ccc(C)o3)=C(O)C(=O)N2c2cc(C)on2)cc(OC)c1OC (configuration not stated)	97
10	CCOc1cc(C)c(C(C)C)cc1S(=O)(=O)n1ccc(C)n1	90
11	Cc1ccc2[nH]c(=O)c(CN(Cc3ccc4c(c3)OCO4)Cc3nnnn3C3CCCC3)cc2c1	94
12	Cc1cc(C(=O)Nc2cccnc2)no1	90
13	CNc1nc(SC)nc(N2CCOCC2)n1	85
14	CSc1ccc(S(=O)(=O)Nc2ccc(N3CCOCC3)c(Cl)c2)cc1	75
15	Cc1cccnc1NC(=O)COc1ccc2oc3c(c2c1)CCCC3	89

Next entries follow.
cpd	Molecule	SK-BR-3 tox 24h
16	Cc1ccc(Cn2ccc(NC(=O)c3nc4ncccn4n3)n2)cc1	80
17	Cc1c(NC(=O)CN2CCN(C(c3ccccc3)c3ccccc3)CC2)c(=O)n(-c2ccccc2)n1C	99
18	COc1cc(NC(=O)CN(C)S(=O)(=O)c2ccc(C)cc2)cc(OC)c1	79
19	CC(C)n1c(N2CCN(CC(=O)Nc3ccc4c(c3)OCCO4)CC2)nc2ccccc21	93
20	COc1ccc(-c2cc(C(F)(F)F)n3nc(C(=O)N4CCCCC4)cc3n2)cc1	80
21	[O-][N+]1=c2ccc(Nc3ccccc3)cc2=NC12CCCCC2	46
22	COc1nc(OC)nc(N2CCC(NC(=O)C(Cc3ccc(C(C)C)cc3)NC(C)=O)CC2)n1 (configuration not stated)	98
23	Cc1cnc(NC(=O)CSc2nnc(Cc3ccccc3)o2)s1	94
24	COC(=O)CSc1nnc2c(C)cc3cc4c(cc3n12)OCCO4	110
25	O=C(CSc1nnc(-c2ccc3c(c2)OCCO3)o1)N1CCCC1	106
26	O=C(CCCC(=O)N(CC(=O)NC1CCCC1)C1CCCC1)Nc1ccccn1	113
27	CC(C)(C)n1nnnc1C(c1cc2cc3c(cc2[nH]c1=O)OCO3)N1CCN(c2ccccc2)CC1 (configuration not stated)	93
28	COc1ccc(NCc2nnc(SCC(=O)Nc3cc(C)cc(C)c3)o2)cc1	94
29	CC(CN1CCCCC1)OC(=O)c1ccc(Cl)cc1 (configuration not stated)	91
30	O=C(CCC1CCCCC1)N1CCN(Cc2ccc3c(c2)OCO3)CC1	78

(next part)
cpd	Molecule	SK-BR-3 tox 24h
31	O=C(NCc1ccco1)c1cc2nc(-c3ccc4c(c3)OCO4)cc(C(F)(F)F)n2n1	81
32	Cc1cc(C)n(C(CC(=O)O)C(=O)O)n1 (configuration not stated)	102
33	C=C(C)CSc1nnc(CCNC(=O)OC(C)(C)C)o1	99
34	CC1Cc2ccccc2N1C(=O)c1cc2c(=O)n3ccccc3nc2n1C (configuration not stated)	87
35	O=C(c1ccccc1)n1c(=S)nc2ccccn21	122
36	O=c1cc(-c2c(F)c(F)c(F)c(F)c2F)oc2c(F)c(F)c(F)c(F)c12	34*
37	COCCN(C(=O)c1csnn1)C(C(=O)NC(C)(C)C)c1cccc(OC)c1 (configuration not stated)	73
38	COc1ccc(C(=O)c2no[n+]([O-])c2C(=O)c2ccc(OC)cc2)cc1	75
39	COc1ccccc1N1CCN(CCNC(=O)Nc2cccc(C)c2C)CC1	74
40	CCOC(=O)C1CCN(S(=O)(=O)c2cc(Br)cc3c2N(C(C)=O)C(C)C3)CC1 (configuration not stated)	82
41	Cn1c(COc2ccc(Cl)cc2)nnc1SCC(=O)NC1CCCCC1	94
42	COc1ccc(NC(=O)C(NS(=O)(=O)c2ccc3c(c2)CCCN3C(C)=O)C(C)C)c(OC)c1 (configuration not stated)	81
43	COc1ccc(C(=O)Nc2ccccc2)cc1S(=O)(=O)Nc1cc(C)on1	90
44	Cc1ccc(S(=O)(=O)NCCOCCNS(=O)(=O)c2ccc(C)cc2)cc1	106
45	Cc1cccnc1NC(=O)c1c(O)c2cccc3c2n(c1=O)CCC3	103

Next section:
cpd	Molecule	SK-BR-3 tox 24h
46	N#Cc1nc(Cc2cccc3ccccc23)oc1NCc1ccc(F)cc1	78
47	CC1=C(C(=O)Nc2cccnc2)C(c2ccccn2)n2nnnc2N1 (configuration not stated)	91
48	N#Cc1nc(-c2cccs2)oc1NCc1ccc2c(c1)OCO2	73
49	CCC1(C)Cc2ccccc2-c2nc(NCCO)n(-c3ccccc3)c(=O)c21 (configuration not stated)	95
50	COc1ccc2nc(NC(=O)CSc3nnc4n3C(C)(C)Cc3ccccc3-4)sc2c1	72
51	O=C(CN(CCc1ccccc1)C(=O)CN1C(=O)COc2ccccc21)NCc1ccco1	88
52	Clc1ccc(OCc2nn3c(-c4ccco4)nnc3s2)c(Cl)c1	82
53	COC(=O)c1cc2c(=O)n3cccc(C)c3nc2n(Cc2cccnc2)c1=N	69
54	Cn1cc(C(=O)c2ccc(F)cc2)cc1-c1nc2ccccc2n1C	103
55	CCNCC(O)COCC(O)CNCC (configuration not stated)	66
56	Cc1ccc(N2C(=O)c3n[nH]c(C)c3C2c2ccco2)cc1 (configuration not stated)	105
57	O=S(=O)(CCN1CCN(C(c2ccccc2)c2ccccc2)CC1)C(F)(F)F	79
58	COc1ccc(NC(=O)N(CCN2CCCC2)Cc2cc3cc(OC)c(OC)cc3[nH]c2=O)cc1	78
59	CCCCCCn1c(NCC)nc2c1c(=O)n(C)c(=O)n2C	79
60	CCN=C1SC(CC(=O)Nc2ccccc2OCC)C(=O)N1CC (configuration not stated)	116

(continued)
cpd	Molecule	SK-BR-3 tox 24h
61	c1ccc2nc3c(nc2c1)c1ccccc1n3CCN1CCOCC1	81
62	CC(=O)Nc1cccc2c1[n+]([O-])c(C)c(C)[n+]2[O-]	115
63	CCOC(=O)c1cc(C)n(-c2ccc(OC)c(OC)c2)c1C	74
64	N#Cc1nc(-c2ccc(OCc3ccccc3)cc2)oc1NCc1cccnc1	78
65	Cc1cc(C)n(C(C)n2nc(C)cc2C)n1	81
66	COc1ccc(OC)c(N/C(C)=C/C(=O)c2ccc(C)o2)c1	109
67	Cc1cc(C(=O)c2cccs2)c(N)s1	85
68	Cc1ccc(C(=O)C2=C(O)C(=O)N(c3ncccn3)C2c2cccc(Cl)c2)o1 (configuration not stated)	88
69	CCOC(=O)C1CCN(C(=O)c2cn(CCOC)c(=O)c3c2c2ccccc2n3C)CC1	73
70	CC1(C)Cc2noc(N)c2C(C)(C)N1OC(=O)c1cccs1	91
71	COc1nc(NCc2ccco2)nc(N2CCC(C)CC2)n1	115
72	Cc1cccc(CSc2nnc(-c3ccco3)n2C)c1	107
73	CCOC(=O)C1=C(c2ccccc2)OC(N)=C(C#N)C1c1ccco1 (configuration not stated)	105
74	Cc1ccc(C(=O)CSC2=NC(N)=C(C#N)C3(CCCCC3)C2C(N)=O)cc1 (configuration not stated)	110
75	Cc1nc2c3cnn(-c4ccc(C)c(C)c4)c3ncn2n1	62

(more compounds)
cpd	Molecule	SK-BR-3 tox 24h
76	CCOC(=O)c1cnc(SCC(=O)Nc2cc(OC)cc(OC)c2)nc1N	94
77	CCOC(=O)c1ccc(NC(=O)N2CC(C)OC(C)C2)cc1 (configuration not stated)	114
78	Cn1c(=O)c2c(nc(CN3CCN(C(=O)c4ccco4)CC3)n2Cc2ccc(F)cc2)n(C)c1=O	88
79	Cc1cc2oc(=O)c3c(c2cc1OCc1nn[nH]n1)CCCC3	86
80	C=CCN1C(=O)CN=C1Nc1cc(C)ccc1C	103
81	CCCCCOC(=O)c1ccc(NC(=O)c2ccco2)cc1	65
82	C=C(c1cccc2ccccc12)P(=O)(O)O	91
83	O=C(c1sc2ccccc2c1Cl)N(Cc1ccco1)C1CCS(=O)(=O)C1 (configuration not stated)	87
84	N#CC(C(=O)NCCc1ccccc1)c1nc2ccccc2nc1N1CCOCC1 (configuration not stated)	86
85	COc1cc(OC)c(OC)cc1CNC1CCCCCC1	95
86	Cc1c(C(C)O)nnn1-c1nonc1N (configuration not stated)	88
87	CC(C)(C)C1=Nn2c(nnc2C2CCCCC2)SC1	126
88	Cc1nnc(N(Cc2ccccc2)C(=O)c2cnccn2)s1	78
89	Cc1nc(N2CCN(c3ccccc3)CC2)[nH]c(=O)c1Cc1ccccc1	99
90	CCOC(=O)c1cnc(-n2cc(C)cn2)nc1Nc1ccccc1OC	74

New compounds follow
cpd	Molecule	SK-BR-3 tox 24h
91	Cc1c(C(=O)NCCc2ccccc2)oc2ccc(S(=O)(=O)N3CCOCC3)cc12	91
92	COc1ccc(NC(=O)CCN2C(=O)C3CC=C(Cl)CC3C2=O)cc1 (configuration not stated)	76
93	Cc1cc(C)n(-c2nnc(C)n2/N=C/c2ccco2)n1	79
94	COc1ccc(C2C(C(=O)Nc3cc(C)on3)c3ccccc3C(=O)N2C)cc1OC (configuration not stated)	73
95	Nc1nnc(SCc2ccccc2F)n1-c1ccccc1	95
96	COC(=O)c1[nH]c2ccccc2c1NC(=O)CN1CCCc2ccccc21	96
97	Cc1nc2sc(C(c3ccccc3)N3CCN(c4ccccc4F)CC3)c(O)n2n1 (configuration not stated)	90
98	CCC1CCCCN1Cc1ccc(CNS(=O)(=O)c2ccc3c(c2)oc(=O)n3C)o1 (configuration not stated)	99
99	Cc1ccc(NC(=O)CCn2cnc3ccccc3c2=O)cc1Cl	92
100	CCOc1ccccc1N1CCN(CC(O)COc2ccc3c(C)cc(=O)oc3c2)CC1 (configuration not stated)	80
101	O=C(Nc1ncccc1Cl)c1cccc(F)c1	87
102	CCOC(=O)CSc1nnc(CNC(=O)c2ccc(OC)cc2OC)n1-c1ccc(OC)cc1	108
103	CN(c1cccc(NC(=O)CN2C(=O)c3ccccc3S2(=O)=O)c1)S(C)(=O)=O	93
104	Cc1nc2cc(C(=O)O)ccc2s1	100
105	Cc1ccc(CSC2=NCCN2C(=O)C2CC2)cc1	72

Next part:
cpd	Molecule	SK-BR-3 tox 24h
106	Nc1nonc1C(=O)NCCNC(=O)c1ccccc1F	84
107	O=C(O)C1(P(=O)(c2ccccc2)c2ccccc2)CCC1	93
108	Cc1nn(Cc2ccc(Cl)cc2)c(C)c1NC(=O)c1cc(-c2ccco2)on1	71
109	CCCCOC(=O)Nc1ccccc1C(N)=O	110
110	O=C(Oc1ccc2c(=O)c(Cl)coc2c1)c1ccncc1	91
111	O=C(c1cc(-c2cccnc2)nc2ccc(Br)cc12)N1CCN(c2ncccn2)CC1	75
112	CCOC(=O)Cc1csc(NC(=O)c2cccnc2)n1	104
113	O=C1CN(C(=O)COC(=O)C2CC(=O)N(Cc3ccco3)C2)c2ccccc2N1 (configuration not stated)	87
114	NC(=O)c1ccccc1-c1nc(-c2ccccc2)no1	100
115	Cc1cc(C)c2[nH]c(=O)c(CN(CC3CCCO3)S(=O)(=O)c3ccc4c(c3)OCCO4)cc2c1 (configuration not stated)	79
116	CCCC1=C(C(=O)OCC)C(c2ccc(F)cc2)n2ncnc2N1 (configuration not stated)	72
117	N#CC(C(=O)Nc1ccccc1)=C1CCCCC1	88
118	O=C(NCCCn1ccnc1)C1CC(c2cccc(Br)c2)=NO1 (configuration not stated)	88
119	c1ccc(Nc2nc(-c3cccs3)cs2)nc1	122
120	COC(=O)COc1ccc(S(=O)(=O)NCc2ccncc2)cc1	82

(further entries)
cpd	Molecule	SK-BR-3 tox 24h
121	COc1ccc(C(=O)Cn2c(N3CCOCC3)nc3c2c(=O)n(C)c(=O)n3C)cc1	110
122	COc1ccc(-n2nc(C(=O)O)c3ccccc3c2=O)c(OC)c1	90
123	c1ccc(-c2nn3c(-c4ccccc4)nnc3s2)cc1	90
124	Cc1cnn(C(=O)c2oc3ccccc3c2C)c1	94
125	O=C(Nc1cnc2ccccc2c1)c1cccc(-n2cnnn2)c1	64
126	CCOC(=O)c1cccc(NC(=O)CSc2nc3ccccc3c(=O)n2CC)c1	79
127	CCn1cc(Br)c(C(=O)Nc2ccc(C(=O)OC(C)C)cc2)n1	87
128	O=C(c1ccc(C#CC2(O)CCCCC2)cc1)N1CCOCC1	94
129	COc1ccc(CCN(Cc2nc(-c3ccccc3)no2)Cc2nc(-c3ccccc3)no2)cc1OC	88
130	CCOC(=O)C1=C(c2ccccc2)Nc2ncnn2C1c1ccccn1 (configuration not stated)	86
131	COc1cccc(-c2csc(N3CCN(S(=O)(=O)c4ccc(F)cc4)CC3)n2)c1	101
132	Cn1c(=O)oc2cc(S(=O)(=O)N3CCN(C(=O)c4ccco4)CC3)ccc21	103
133	Cc1cccn2c(=O)c3cc(C(=O)NCc4ccccn4)n(C)c3nc12	75
134	Nc1nn(S(=O)(=O)c2cccc3nsnc23)cc1-c1ccc(Br)cc1	117
135	O=C(Nc1ccccc1)N1CCCC2CCCCC21 (configuration not stated)	45
